MEKK2wt PB1 HTS: raises or lowers MEK5 binding to wildtype human MEKK2 PB1 domain | binding response (% of control), % at 10 µM | AID 1531 | bead flow cytometry, Alexa488-MEK5 binding to MEKK2 WT; actives lie on both sides | 290,000 tested, 1.1% active; in the data active = binding response below about 67% or above about 130%
MEKK2mut PB1 HTS: signal of MEK5 binding to mutant human MEKK2 PB1 domain; bead flow cytometry, Alexa488-MEK5 binding to MEKK2 mutant; percent response, % at 10 µM; 290,000 tested, 0.35% active; AID 1530; in the data active = percent response above about 24%, passing the limit was not always enough; note: inactives centre near 1; some results filed as inactive read as strong as hits
PfM18AAP inh: PfM18AAP enzyme inhibition; recombinant PfM18AAP, H-Glu-NHMec fluorogenic cleavage; inhibition, % at 7.35 µM; AID 1822; 290,000 tested, 1.2% active;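 active = inhibition above the campaign mean inhibition over all tested compounds plus 3 SD, cut at about 28% in these data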;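 note: 0% = plate median of test compound wells and 100% = 2 mM ZnCl2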
OXTR agonist: activates the human oxytocin receptor | CHO-OTR cells, Fluo-8 calcium fluorescence; normalized: DMSO 0%, oxytocin 100% | P30559 | AID 2435 | 320,000 tested, 0.32% active | activation, % at 3 µM;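 active = activation above the mean of all tested compounds plus 3 SD, cutoff set per screening run, cut at about 20% in these data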;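 note: peak over basal fluorescence ratio from a 100 s FLIPR kinetic read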
NALP1 yeast inh: inhibitors of NALP1 inflammasome in yeast | inhibition, % at 10 µM | 280,000 tested, 0.61% active | S. cerevisiae NALP1/ASC/caspase-1 growth, X-gal OD620, 72 h; in the data active = inhibition mostly above about 24%, no sharp cut-off; inactive = mostly below about 32%; note: some compounds called inactive have numbers as strong as hits
OXTR potentiate: potentiators of human oxytocin receptor | P30559 | activation, % at 3 µM | 320,000 tested, 0.061% active | CHO-OTR cells, Fluo-8 calcium fluorescence, potentiator mode; 0% = oxytocin EC15, 100% = EC100;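 active = activation above that plate's cutoff, the mean activation of tested compounds plus 3 SD, cut at about 6.6% in these data, passing the limit was not always enough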;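 note: 100% uses oxytocin at 75 nM as the full agonist control; some results filed as inactive read as strong as hits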
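Measured by – Fluo-8 calcium dye fluorescence · Test system – human OTR in CHO cells · Dosing – one concentration, 3.0 µM compound · Controls – EC15 oxytocin alone as 0%, 75 nM oxytocin as 100% · Evaluation – normalized max/min fluorescence ratio, % activation · Timing – 6 min pre-incubation, 100 s read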
GalR3 antagonist: human GalR3 antagonism | O60755 | 360,000 tested, 0.44% active | HEK293 GalR3-CNG cAMP membrane potential fluorescence; galR3 body fused to GalR1 C-terminus | inhibition, % at 3 µM | AID 651719;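 active = inhibition above the screen-wide average plus 3 SD, cut at about 13% in these data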;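 note: forskolin and galanin both at EC90 stimulate the cells; cAMP rise reported by CNG channel membrane potential dye signal; 0% = forskolin plus galanin with DMSO and 100% = forskolin alone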
Target sequence (O60755 1-299 limits assumed): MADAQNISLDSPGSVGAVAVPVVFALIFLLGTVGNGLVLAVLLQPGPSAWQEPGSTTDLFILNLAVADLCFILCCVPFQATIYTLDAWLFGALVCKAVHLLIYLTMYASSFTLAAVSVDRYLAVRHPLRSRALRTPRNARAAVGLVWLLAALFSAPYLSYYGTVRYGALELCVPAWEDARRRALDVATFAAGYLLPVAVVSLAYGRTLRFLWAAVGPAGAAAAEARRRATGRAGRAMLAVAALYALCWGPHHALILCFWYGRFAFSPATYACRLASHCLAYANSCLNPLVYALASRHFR
GPR7 antag: antagonists of human GPR7 (neuropeptides B/W receptor 1); GPR7-expressing cells, fluorescence antagonist assay; inhibition, % at 4.4 µM; 290,000 tested, 1.1% active; in the data active = inhibition above about 16%, passing the limit was not always enough;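 note: cells stimulated with the agonist NPW; 0% = agonist with vehicle and 100% = vehicle without agonist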
Target sequence (P48145 whole entry, looked up): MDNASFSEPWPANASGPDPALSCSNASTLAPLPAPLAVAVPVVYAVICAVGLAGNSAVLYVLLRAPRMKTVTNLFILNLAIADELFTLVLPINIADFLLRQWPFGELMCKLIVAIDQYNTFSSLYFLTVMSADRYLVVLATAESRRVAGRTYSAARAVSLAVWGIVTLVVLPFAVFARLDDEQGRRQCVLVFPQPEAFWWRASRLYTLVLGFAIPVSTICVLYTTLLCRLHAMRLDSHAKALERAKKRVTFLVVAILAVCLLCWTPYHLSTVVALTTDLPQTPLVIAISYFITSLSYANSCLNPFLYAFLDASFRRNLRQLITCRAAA
V1R ag counter: counter-screen for oxytocin receptor agonists: human V1a receptor agonists; P37288; 320,000 tested, 0.25% active; activation, % at 3 µM; CHO-V1R cells, Fluo-8 calcium fluorescence, agonist mode; 0% DMSO, 100% 3 nM vasopressin; AID 2797;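 active = activation above the mean activation of all tested compounds plus 3 SD, per screening run, cut at about 20% in these data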;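 note: signal is peak over basal fluorescence ratio across a 100 second FLIPR read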
Target sequence (P37288 whole entry, looked up): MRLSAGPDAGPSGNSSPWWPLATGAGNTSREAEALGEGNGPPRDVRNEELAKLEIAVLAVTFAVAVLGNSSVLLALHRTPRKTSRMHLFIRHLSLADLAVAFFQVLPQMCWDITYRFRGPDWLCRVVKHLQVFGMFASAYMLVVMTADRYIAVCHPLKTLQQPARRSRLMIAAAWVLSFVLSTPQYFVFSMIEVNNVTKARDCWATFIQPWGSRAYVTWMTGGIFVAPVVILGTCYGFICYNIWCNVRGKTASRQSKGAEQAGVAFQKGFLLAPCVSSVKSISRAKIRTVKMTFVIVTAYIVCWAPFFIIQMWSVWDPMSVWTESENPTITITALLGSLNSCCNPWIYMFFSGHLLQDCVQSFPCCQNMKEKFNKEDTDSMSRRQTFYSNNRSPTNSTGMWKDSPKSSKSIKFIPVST
The depositor's hits bear a star; nt = no result given.

SMILES	MEKK2wt PB1 HTS	MEKK2mut PB1 HTS	PfM18AAP inh	OXTR agonist	NALP1 yeast inh	OXTR potentiate	GalR3 antagonist	GPR7 antag	V1R ag counter
COc1ccc(NC(=O)c2ccc(NC(=O)c3cccs3)cc2)cc1	98	-4	-12	0.0	32	-9	2	-14	0.5
O=C(Nc1cc(C(F)(F)F)ccc1Cl)C(=O)N1CCCCC1	108	23	-4	-3.4	14	-1	-1	-7	-1.2
Cc1sc(NC(=O)Cc2ccc3c(c2)OCO3)nc1-c1ccc2c(c1)CCN2C(=O)c1ccc(F)cc1	94	-2	8	0.9	10	-1	-10	8	2.2
CCOCCCn1c(=NC(=O)c2ccco2)c(C(=O)OCC)cc2c(=O)n3cccc(C)c3nc21	99	1	17	-1.2	-10	0	-4	10	-0.5
CC(C(=O)NC1CCCC1)N1C(=O)c2cccc3cccc1c23 (stereo unspecified)	85	-5	4	-1.1	4	-10	-4	-18	0.6
Fc1ccc(Br)cc1/C=N/N1CCN(c2ccccc2)CC1	109	2	-1	-1.0	26	-15	-5	-13	-0.3
O=C(O)C1CCCCC1C(=O)Nc1ccc(Cl)cc1 (stereo unspecified)	76	6	-2	-0.4	25	-1	-8	2	0.1
COc1ccc(CC(=O)OCCc2cc3cc(OC)c(OC)cc3c(=O)o2)cc1	nt	nt	nt	0.1	nt	0	-6	nt	0.3
N=c1c(C(=O)NC2CCCCC2)cc2c(=O)n3ccccc3nc2n1Cc1ccc(F)cc1	97	-6	-3	-0.1	14	-4	-5	20	-0.3
N=c1sccn1CC(=O)N1CCc2ccccc21	105	2	-12	0.9	1	-5	-2	4	1.4
Cc1ccnc(NC(=O)C2COc3ccccc3O2)c1 (stereo unspecified)	104	-1	-2	-1.4	34	-10	-5	5	-0.1
NC(=O)SCC(=O)Nc1ccc(Cl)c(Cl)c1	99	-13	10	12	3	-17	-3	11	4.5
O=C(Nc1ccc(F)cc1F)N1CCCCC1c1cccnc1 (stereo unspecified)	102	0	0	-0.1	16	-1	-2	-11	0.1
CS(=O)(=O)c1ccc2nc(NC(=O)CN3CCC(Cc4ccccc4)CC3)sc2c1	105	3	13	1.2	-1	1	-8	5	0.6
CC(=O)Nc1ccc(NC(=O)CCOc2ccccc2C)cc1	104	1	0	0.9	-1	-1	-7	-7	0.7
O=[N+]([O-])c1ccc(-c2ccc(/C=N/c3c(-c4ccco4)nc4ccccn34)o2)cc1	nt	nt	10	0.3	14	-4	2	-14	-0.4
CC(C)Oc1ccc(N2CC(C(=O)Nc3ccc4c(c3)OCO4)CC2=O)cc1 (stereo unspecified)	100	0	2	0.9	1	-13	0	4	2.1
Cc1cc(C(F)(F)F)nc2c(Cl)c(C(C)(C)C)nn12	79	-31	-16	2.1	9	4	4	-9	1.1
COc1ccc(S(=O)(=O)N2CCCCC2)cc1Br	104	2	-6	-0.9	-13	-6	9	20*	-1.1
Cc1cc(S(=O)(=O)N2CCOCC2)ccc1OCC(=O)N1CCC(C)CC1	105	6	-3	-0.1	10	-1	-6	1	0.5
O=C(CN(C1CCCCC1)S(=O)(=O)c1ccc(Br)cc1)NCc1cccnc1	88	-6	-10	-1.5	3	-20	-7	-11	-0.5
O=C(CC1SC(N2CCOCC2)=NC1=O)Nc1ccc(F)cc1 (stereo unspecified)	nt	nt	nt	-0.1	nt	-7	-2	nt	0.1
CCCOc1ccc(N2C(=O)CC(NCC#N)C2=O)cc1 (stereo unspecified)	105	20	0	-0.2	9	-6	-7	-15	2.0
CC(C)C[C@H](NC(=O)c1[nH]cnc1C(=O)Nc1ccccc1)C(=O)OC(C)(C)C	86	-15	nt	-1.1	nt	-8	-5	nt	-0.9
COC(=O)CSc1nc(C)c(C)c(C)c1C(N)=O	99	2	0	-0.1	0	-5	4	-12	0.6
Other structures
SMILES	MEKK2wt PB1 HTS	MEKK2mut PB1 HTS	PfM18AAP inh	OXTR agonist	NALP1 yeast inh	OXTR potentiate	GalR3 antagonist	GPR7 antag	V1R ag counter
CC(=O)NS(=O)(=O)c1ccc(NC(=O)c2ccc3c(c2)NC(=O)CS3)cc1	nt	nt	nt	0.9	nt	2	-2	nt	1.8
COC(=O)c1c(NC(=O)C2CCCCC2)sc2c1CC(C)(C)NC2(C)C	109	5	8	3.2	3	-6	1	4	2.3
Cc1ccc(-c2nnc(-c3cccc(NC(=O)c4cccs4)c3)o2)cc1	103	-2	-7	1.4	-3	-4	5	-13	1.0
Cc1[nH]c(=O)[nH]c(=O)c1S(=O)(=O)N1CCOCC1	104	3	0	1.2	21	-8	-3	-3	-0.3
CCN1CCCC1CNc1ncnc2c1[nH]c1ccc(F)cc12 (stereo unspecified)	107	4	8	0.1	3	1	-4	11	0.7
COCc1cc(=O)n2[nH]cc(-c3ccccc3)c2n1	107	8	-2	0.1	9	-2	-2	-5	-0.2
Cc1cc(Oc2ccccc2)nc(N)n1	97	3	-7	1.0	18	0	-4	-16	0.8
CC1CCCCN1S(=O)(=O)c1ccc(NC(=O)c2cccc(-n3cnnn3)c2)cc1 (stereo unspecified)	99	-4	-5	5.4	-2	-9	-2	11	3.6
CN(C)C(=O)c1cn(N(C)c2ncc(C(F)(F)F)cc2Cl)c(=O)c2ccccc12	97	-4	-5	0.6	6	-17	0	10	0.8
COc1ccc(-c2nnc(N(C)C(=O)c3ccno3)s2)cc1	109	0	5	-0.2	0	2	2	-1	-0.6
CC(C)(C)c1cc(CCC(=O)N2CCCC2)cc(C(C)(C)C)c1O	108	5	-6	-0.6	4	-10	-2	-8	-1.9
NS(=O)(=O)c1ccc(NC(=S)Nc2ccc(S(=O)(=O)N3CCCC3)cc2)cc1	98	-3	-3	4.1	3	-9	-4	-4	0.0
COc1ccc(OC(=O)C(C)N2C(=O)c3ccccc3C2=O)cc1 (stereo unspecified)	102	3	3	-0.5	14	-6	-9	-13	-0.3
CCOC(=O)/C(C#N)=C1/C(=O)N(Cc2ccccc2)c2ccccc21	91	-4	11	nt	9	nt	-4	17	nt
CCCCCCNC(=O)CSc1nccn1Cc1ccccc1	112	8	4	-1.6	10	-3	1	8	-1.1
O=[N+]([O-])c1cccc(COc2ncnc3cc([N+](=O)[O-])ccc23)c1	104	4	-5	0.0	-1	-4	-6	-11	1.9
N#Cc1c(SCC(=O)O)nc(-c2ccccc2)c2c1CCCC2	99	2	5	0.8	-4	0	-2	-10	0.2
CC1(C)CN(c2ccc(CC#N)cc2)C1=O	94	-11	-17	0.6	1	-4	-3	-3	0.5
CS(=O)(=O)c1ccc2nc(NC(=O)c3ccc(NS(=O)(=O)c4ccc(F)c(F)c4)cc3)sc2c1	103	1	-12	-0.6	nt	-13	-5	5	-0.8
COc1ccc(N=C2SC(CC(=O)Nc3ccccc3)C(=O)N2Cc2ccco2)cc1 (stereo unspecified)	119	7	-12	2.1	20	-3	-10	-7	2.3
COC(=O)C1CCN(C(=O)COc2cc3sc(C)nc3c3sccc23)CC1	100	2	7	-0.3	-8	-2	-2	5	0.0
CC1(C)Cc2ccccc2C(NNC(=O)c2ccccc2)=N1	104	-1	4	0.8	9	-2	-4	-7	0.2
O=C(NCC(=O)N1CCN(C(=O)c2ccco2)CC1)c1cccc(Cl)c1	nt	nt	nt	0.5	nt	-1	-3	nt	1.7
Cc1ccc(C(=O)N/C(=C/c2ccco2)C(=O)NCCc2c[nH]c3ccccc23)cc1C	86	-25	3	0.6	5	-21	-1	-13	2.8
COc1ccc(N2CCN(C(=O)CSc3nnc4c(C)cc5ccccc5n34)CC2)cc1	91	3	-7	1.0	-18	-8	-4	-15	0.7

Some of the entries so far, with two lines to a compound:
Order of values: MEKK2wt PB1 HTS | MEKK2mut PB1 HTS | PfM18AAP inh | OXTR agonist | NALP1 yeast inh | OXTR potentiate | GalR3 antagonist | GPR7 antag | V1R ag counter
- CC(=O)NS(=O)(=O)c1ccc(NC(=O)c2ccc3c(c2)NC(=O)CS3)cc1
  nt | nt | nt | 0.9 | nt | 2 | -2 | nt | 1.8
- COC(=O)c1c(NC(=O)C2CCCCC2)sc2c1CC(C)(C)NC2(C)C
  109 | 5 | 8 | 3.2 | 3 | -6 | 1 | 4 | 2.3
- Cc1ccc(-c2nnc(-c3cccc(NC(=O)c4cccs4)c3)o2)cc1
  103 | -2 | -7 | 1.4 | -3 | -4 | 5 | -13 | 1.0
- Cc1[nH]c(=O)[nH]c(=O)c1S(=O)(=O)N1CCOCC1
  104 | 3 | 0 | 1.2 | 21 | -8 | -3 | -3 | -0.3
- CCN1CCCC1CNc1ncnc2c1[nH]c1ccc(F)cc12 (stereo unspecified)
  107 | 4 | 8 | 0.1 | 3 | 1 | -4 | 11 | 0.7
- COCc1cc(=O)n2[nH]cc(-c3ccccc3)c2n1
  107 | 8 | -2 | 0.1 | 9 | -2 | -2 | -5 | -0.2
- Cc1cc(Oc2ccccc2)nc(N)n1
  97 | 3 | -7 | 1.0 | 18 | 0 | -4 | -16 | 0.8
- CC1CCCCN1S(=O)(=O)c1ccc(NC(=O)c2cccc(-n3cnnn3)c2)cc1 (stereo unspecified)
  99 | -4 | -5 | 5.4 | -2 | -9 | -2 | 11 | 3.6
- CN(C)C(=O)c1cn(N(C)c2ncc(C(F)(F)F)cc2Cl)c(=O)c2ccccc12
  97 | -4 | -5 | 0.6 | 6 | -17 | 0 | 10 | 0.8
- COc1ccc(-c2nnc(N(C)C(=O)c3ccno3)s2)cc1
  109 | 0 | 5 | -0.2 | 0 | 2 | 2 | -1 | -0.6
- CC(C)(C)c1cc(CCC(=O)N2CCCC2)cc(C(C)(C)C)c1O
  108 | 5 | -6 | -0.6 | 4 | -10 | -2 | -8 | -1.9
- NS(=O)(=O)c1ccc(NC(=S)Nc2ccc(S(=O)(=O)N3CCCC3)cc2)cc1
  98 | -3 | -3 | 4.1 | 3 | -9 | -4 | -4 | 0.0
- COc1ccc(OC(=O)C(C)N2C(=O)c3ccccc3C2=O)cc1 (stereo unspecified)
  102 | 3 | 3 | -0.5 | 14 | -6 | -9 | -13 | -0.3

Further entries follow:
SMILES	MEKK2wt PB1 HTS	MEKK2mut PB1 HTS	PfM18AAP inh	OXTR agonist	NALP1 yeast inh	OXTR potentiate	GalR3 antagonist	GPR7 antag	V1R ag counter
CCn1c(SCC(=O)N/N=C/c2ccncc2)nc2ccccc21	97	-10	-5	0.4	1	1	-5	-6	0.4
C=CCNC(=O)C1CCCN(S(=O)(=O)c2ccc(-n3cnnn3)cc2)C1 (stereo unspecified)	98	3	-2	0.2	5	-9	-5	-14	-0.7
O=C(NNC(=O)c1ccc(S(=O)(=O)N2CCCCC2)cc1)c1ccc(F)cc1	98	9	10	3.1	10	-1	-8	-6	1.2
Cc1cccc(C(=O)N/C(=C/c2ccco2)C(=O)N2CCCCCC2)c1	105	3	22	0.2	3	-10	-9	-7	1.0
COc1cc(C(=O)OCC(=O)Nc2cc(C)on2)c([N+](=O)[O-])cc1OC	101	1	-5	-2.2	2	0	-6	-12	-0.9
COc1ccc(/C=C/C(=O)c2ccccc2O)cc1	96	4	2	-0.7	32	-5	nt	-15	-1.3

Screening results as filed in PubChem.
